HT1080-NT tox: kills 2HG-producing HT-1080-NT fibrosarcoma cells; HT-1080-NT fibrosarcoma viability, CellTiter-Glo ATP luminescence, 48 h; 1.6% of 360,000 active; Potency, µM (series often up to 46.1 µM), inactives show top-dose activity, negative = less viability, hits mostly cytotoxic;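 note: NT is the 2HG producing partner of a matched IDH1 knockdown line; 0% = DMSO-treated cells and -100% = media-only wells without cells; nearly all actives have a fitted effect of over 55% in size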
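Toxicity toward the 2HG-producing NT line was scored as %Activity, normalised to DMSO and no-cell wells, from CellTiter-Glo luminescence after 48 hours' treatment.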
KB-3-1 cytotox: kills parental KB-3-1 adenocarcinoma cells; AID 1347075; Potency, µM (series often up to 46.1 µM), inactives show at the top dose activity change, negative = cytotoxic, hits mostly cytotoxic; KB-3-1 viability, CellTiter-Glo ATP luminescence, 72 h; 1.4% of 400,000 active; note: % is set by controls: 0 for no effect and ±100 for the full control effect; nearly all actives have a fitted effect of over 60% in size
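Cytotoxicity measured as CellTiter-Glo luminescence after 72 h at 37 C. Compound titrations were pinned onto drug-naive KB-3-1 parental adenocarcinoma cells grown in DMEM with 10% FBS, and normalized data fitted to concentration-response curves.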
KB-V1 cytotox: KB-V1 MDR subline cytotoxicity; KB-V1 MDR cells viability, CellTiter-Glo, 72 h; Potency, µM (highest dose often 46.1 µM), inactives show top-dose activity change, negative = cytotoxicity, usual class: cytotoxic; 3.4% of 400,000 active; AID 1347076; note: % is set by controls: 0 for no effect and ±100 for the full control effect; nearly all actives have a fitted effect of over 60% in size
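Compound-treated KB-V1 multidrug-resistant cells, 72 h, 37 degrees C; viability by CellTiter-Glo. Fitted qHTS curves give the values.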
HT1080 IDH1KD tx: HT-1080 IDH1 knockdown cell toxicity (counter line); AID 686971; 2% of 360,000 active; Potency, µM (doses to about 46.1 µM), for inactives: top-dose activity, negative = toxicity, most hits filed as cytotoxic; HT-1080 IDH1 knockdown viability, ATP luminescence, 48 h;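 note: 0% = DMSO wells and -100% = cell-free medium wells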
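Assay cells: HT-1080 with IDH1 knockdown, 750 per well, RPMI/5% FBS. Exposure: 48 h at 37 °C following 2 h pre-incubation. Read: CellTiter-Glo luminescence; fitted concentration-response, curve class assigned.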
SW480 rerep: inducers of DNA re-replication in SW480 colon cancer cells | 1.8% of 340,000 active | AID 624297 | SW480 DNA re-replication, Hoechst DNA content imaging, 48 h | Potency, µM (doses to about 46.1 µM), inactives show at the highest dose re-replication activation, actives largely listed as activators; note: % of control where 0% means no effect; nearly all actives have a fitted effect of over 55% in size
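Treated cells incubate 48 hr (37 C, 5% CO2), are stained 40 min with Hoechst, and nuclear fluorescence is enumerated; a rise in nuclei with high DNA signal marks re-replication.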
GLP1R cytotox: cytotoxicity counter-screen for GLP-1 receptor inverse agonists. AID 624418. 0.13% of 410,000 active. HEK293 cAMP-luciferase reporter cells, luminescence, 24 h. Potency, µM (top dose mostly 38.3 µM), without a hit: at the highest dose activity change, negative = inhibition, most hits filed as inhibitors;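 note: loss of luciferase light is scored as toxicity; % is set by controls: 0 for no effect and ±100 for the full control effect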
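Compound-treated cells are incubated 24 hr at 37 deg C under 5% CO2 after a 12 hour attachment period, then luciferase detection reagent is added and luminescence is measured following 12 min at room temperature; lowered signal indicates toxicity.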
GLP-1R agonist: GLP-1 receptor (human) agonism. P43220. HEK293 GLP-1R CRE-luciferase, luminescence, 4-6 h; cells express a hypersensitive GLP-1R form. Potency, µM (titrated, usually from 45.6 µM), for the others: at the top dose activation, actives largely listed as activators. 0.007% of 380,000 active; note: % of control where 0% means no effect
Target sequence (P43220 whole entry, looked up): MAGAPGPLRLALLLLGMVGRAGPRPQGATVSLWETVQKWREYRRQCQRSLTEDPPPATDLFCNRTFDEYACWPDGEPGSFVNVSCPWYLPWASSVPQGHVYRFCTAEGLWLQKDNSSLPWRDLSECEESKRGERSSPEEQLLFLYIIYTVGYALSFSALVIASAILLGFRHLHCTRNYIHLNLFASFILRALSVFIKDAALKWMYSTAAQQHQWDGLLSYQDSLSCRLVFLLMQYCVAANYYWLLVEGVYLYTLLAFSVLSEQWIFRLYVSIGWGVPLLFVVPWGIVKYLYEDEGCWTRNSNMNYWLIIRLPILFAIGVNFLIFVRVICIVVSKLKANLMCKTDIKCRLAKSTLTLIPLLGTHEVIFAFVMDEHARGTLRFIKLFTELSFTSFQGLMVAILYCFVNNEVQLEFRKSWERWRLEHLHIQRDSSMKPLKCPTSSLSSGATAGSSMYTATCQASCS
GLP-1R inv ag: acts as inverse agonist at human GLP-1 receptor; HEK293 GLP-1R CRE-luciferase, luminescence, 24 h; GLP-1R form is constitutively active; 1.6% of 410,000 active; P43220; Potency, µM (highest dose often 38.3 µM), inactives show at the highest dose activity change, negative = inhibition, actives largely listed as inhibitors; note: % is set by controls: 0 for no effect and ±100 for the full control effect; nearly all actives have a fitted effect of over 55% in size
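qHTS in 1536-well format: reporter HEK293 cells expressing constitutive GLP-1R activity in DMEM + 10% Nu serum, 24 hr with compounds at 37 deg C, luminescence read after 12 min with detection reagent.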
TDP43 rescue: TDP-43 toxicity inhibition in yeast | TDP-43 expressing yeast growth rescue, BacTiter-Glo, 24 h | Potency, µM (top dose mostly 46.1 µM), inactives show top-dose growth rescue (activation), actives largely listed as activators | 1.8% of 410,000 active; note: % of control where 0% means no effect; nearly all actives have a fitted effect of over 50% in size
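Readout is BacTiter-Glo luminescence of cell growth, so inhibitors register as activators. TDP-43-expressing yeast at OD600=0.02 in galactose medium, after raffinose pregrowth to mid-log, were incubated with compound for 24 hr at 30 deg C.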
* = called active by the depositor; u = inconclusive; x = not tested or not shown; & = joins results of further samples; ! = a repeat was not active; [ ] = remark or other dose. Calls come from the whole dose curve; as a rule, active = well fitted curve in the direction sought with a large enough effect; inconclusive = small, poorly fitted or top-dose-only effect, or another doubt; inactive = no such curve, though single readings can be large; an effect the other way counts as inactive or inconclusive. Potency is the fitted concentration of half-maximal effect.

no.	SMILES	HT1080-NT tox	KB-3-1 cytotox	KB-V1 cytotox	HT1080 IDH1KD tx	SW480 rerep	GLP1R cytotox	GLP-1R agonist	GLP-1R inv ag	TDP43 rescue
1	CSc1ccccc1NC(=O)CN(C)C(=O)/C=C/c1ccccc1	-6%	-6%	-15%	3%	-11%	1%	5%	-6%	-10%
2	Cc1nc2sc3c(c2c(=N)n1N)CCCC3	14%	-1%	-18%	-13%	-18%	4%	21%	47%[activator]	-13%
3	CCCN(C1CCS(=O)(=O)C1)S(=O)(=O)c1ccc(F)cc1 (stereo not given)	3%	-6%	0%	2%	78%	8%	6%	14%	-3%
4	CCOC(=O)c1ccc(NC(=O)CSc2nnc(COc3ccccc3OC)n2C)cc1	-21%	-2%	-11%	-11%	-34%[inhibitor]	2%	4%	29%	0%
5	CCN(CC)c1ccc(/C=C2/SC(=O)N(C(C)C)C2=O)o1	13µM*	u	-23%	u	5.2µM*	u	10%	u	0%
6	CCSc1nc(NCCN(C)C)c2c3c(sc2n1)COC(C)(CC)C3 (stereo not given)	-22%	-21%	u	-20%	u	5%	22%	u	-3%
7	O=C(/C=C/c1c(F)cccc1Cl)Nc1ncccn1	12%	13%	27%	10%	1%	-7%	0%	6%	-6%
8	CC(C)(C)OC(=O)N1CCC(c2c(C(=O)N3CCN(C(=O)c4ccco4)CC3)cnn2-c2ccc(Cl)cc2)CC1	x	2%	14%	x	x	8%	x	6%	21%
9	O=C(N/N=C/c1ccc(OC2CSC2)cc1)c1ccccc1	u	u	-9%	16%[9.24 µM]	-2%	-15%	-1%	u	3%
10	CC/C(=C(\c1ccccc1)c1ccc(OCCN(C)C)cc1)c1ccccc1	16µM*	0%&-1%	u	u	1.3µM*!	u	-2%&-1%&-2%	u	0%&18%
11	COC(=O)c1nnn(CC(=O)Nc2c(C)cccc2C)c1N	x	5%	u	x	x	3%	x	18%	u
12	CCN(C(=O)c1ccc(C(C)(C)C)cc1)c1nnc(Cn2nnc3ccccc32)s1	u	-6%	0%	u	u	-17%	-2%	5µM*	10%
13	OC(c1ccccc1)(c1ccccc1)C1CCN(CCCOc2ccccc2Cl)CC1	21µM*	u	u	u	x	u	-8%	u	24%
14	Cc1ccc([C@@]2(OC(=O)c3ccccc3)C(=O)N(C(=O)OC(C)(C)C)c3ccccc32)cc1	21%	-19%	19%	8%	x	0%	-2%	16%	0%
15	COc1cccc(CNS(=O)(=O)c2ccc3c(c2)N(C)CCO3)c1	0%	-3%	-1%	5%	0%	-7%	-2%	u	28%
16	Cn1c(=O)c2c(ncn2CC(=O)Nc2nc3ccc(F)cc3s2)n(C)c1=O	-14%	3%	12%	-12%	0%	-6%	-1%	u	11%
17	CCC(c1nnc(SCC(=O)N2CCOCC2)n1C1CCCCC1)N(C)C (stereo not given)	27%	7%	-12%	2%	-17%	-12%	4%	7%	16%
18	COc1cccc(CN2CCN(c3ccc(F)cc3)C2=O)c1	-8%	-7%	u	-16%	u	-2%	-2%	u	x
19	COc1ccc(N2CCN(C(=S)Nc3cc(C)ccc3C)CC2)cc1	u	3%	-5%	16%[9.24 µM]	5%	5%	-3%	-19%	3%
20	COc1ccc(-n2c(COc3ccc4ccccc4c3)nnc2SCC(=O)NCc2ccco2)cc1	-14%	2%	-16%	u	0%	-18%	3%	u	-17%
21	CCC(=O)Nc1ccc(N2CCOCC2)c(S(=O)(=O)Nc2ccc(OC)cc2)c1	4%	0%	-27%	-1%	11%	-6%	7%	11%	8%
22	C#Cc1cc(N2CCN(C(=O)c3ccoc3)CC2)n2nc(-c3cccc(Cl)c3)cc2n1	15µM*	u	u	9.2µM*	x	u	-5%	u	22µM*
23	Cn1c(=O)n(Cc2ccc(F)cc2)c(=O)c2c1nc1n2CCN1Cc1ccco1	-4%	-3%	u	-1%	2%	-26%	7%	-7%	u
24	COc1ccccc1-n1nc(-c2ccccc2)c2cnc3c(F)cc(F)cc3c21	x	8%	-1%	x	x	8%	-2%	3%	12%
25	Cc1cc(C)n(CC(O)COc2ccccc2C(=O)Nc2ccccc2)n1 (stereo not given)	-1%	-6%	u	-2%	-2%	-23%	5%	u	14%

GLP-1R inv ag: what is marked active above.
item	SMILES	SW480 rerep	GLP-1R agonist	GLP-1R inv ag
12	CCN(C(=O)c1ccc(C(C)(C)C)cc1)c1nnc(Cn2nnc3ccccc32)s1	u	-2%	5µM*

Next part:
no.	SMILES	HT1080-NT tox	KB-3-1 cytotox	KB-V1 cytotox	HT1080 IDH1KD tx	SW480 rerep	GLP1R cytotox	GLP-1R agonist	GLP-1R inv ag	TDP43 rescue
26	COc1c(C)cc(C(=O)C2CCCN(C(=O)c3cc(C4CC4)[nH]n3)C2)cc1C (stereo not given)	-2%	-21%	-4%	-5%	-8%	-3%	9%	u	-3%
27	CCOc1ccc(N(C(=O)CNC(=O)c2ccco2)C(C(=O)NC2CCCC2)c2ccco2)cc1 (stereo not given)	3%	7%	u	4%	5%	14%	6%	0%	1%
28	CC(=O)c1ccc(Nc2nc(CN)cs2)cc1	7%	4%	-16%	5%	x	-4%	10%	5%	5%
29	CCOc1ccc(S(=O)(=O)Nc2ccccc2SC)cc1	-30%	u	16µM*	-28%	6%	-7%	1%	u	0%
30	CC(=O)c1ccc(OCCCC(=O)NC2=NCCS2)cc1	8%	4%	10%	6%	0%	9%	-8%	1%	6%
31	COc1cc(/C=C(\C#N)c2nc3ccc(C)cc3[nH]2)ccc1OC(C)C	x	-1%	-15%	x	x	49%[activator]	3%	-5%	15%
32	CN(C)[C@H]1N(C(=O)c2ccc(Br)cc2)N=C2c3ccccc3S(=O)(=O)N21	-1%	13%	8.2µM*	4%	-3%	7%	-14%	14%	9%
33	COc1ccc(Nc2nc(Cl)nc(NCCO)n2)cc1	0%	-2%	-7%	17%	-60%[inhibitor]	10%	13%	3%	21%
34	COc1cccc(NC(=O)C(Cc2ccccc2)NC(=O)C2CCC(C)CC2)c1 (stereo not given)	-8%	u	u	-9%	2%	6%	8%	u	7%
35	Cc1ccc2nc(SCC(=O)NC3CC3)[nH]c2c1	1%	-2%	-1%	1%	-5%	-25%	-5%	74%[activator]	-7%
36	CCC(=O)N1CCCC(C)(C(=O)NS(=O)(=O)c2ccccc2Cl)C1 (stereo not given)	15%	u	3%	9%	x	3%	-7%	14%	0%
37	COc1cc2ncnc(NCc3ccc4c(c3)OCO4)c2cc1OC	5%	0%	-18%	3%	1%	-6%	24%	69%[activator]	19%
38	COc1ccc(C(=O)Nc2ccc3ccccc3c2)c(OC)c1	-6%	u	18µM*	-11%	1%	-4%	0%	u	20%
39	COc1ccc(NC(=O)CC2SC(=Nc3ccccc3)NC2=O)c(OC)c1 (stereo not given)	-8%	2%	8%	2%	13%	-12%	-3%	-21%	1%
40	CCCCCCOc1ccc(N2C(=O)CC(S/C(N)=N/N=C(\C)c3cccs3)C2=O)cc1 (stereo not given)	u	20%	7%	u	-4%	4%	0%	0%	1%
41	CC1=C(C(=O)Nc2ccccc2)C(c2cccc(O)c2)n2nc(-c3ccccc3Cl)nc2N1 (stereo not given)	x	1%	u	x	x	4%	x	-24%	6%
42	CCC(CC)c1nn2c(=O)cc(COc3ccc(NC(=O)c4ccccc4Cl)cc3)nc2s1	x	13%	u	x	x	-3%	-2%	8%	0%
43	COc1ccc(NC(=O)C/C(C)=N/NC(=O)c2cnccn2)cc1Cl	14%	26%	u	0%	-18%	-1%	12%	19%	-1%
44	O=C(Nc1cc(S(=O)(=O)N2CCOCC2)ccc1N1CCCC1)C1COc2ccccc2O1 (stereo not given)	1%	-6%	8%	-2%	4%	-1%	10%	22%	6%
45	O=C(CSCc1c(Cl)cccc1Cl)Nc1cccnc1	6%	-2%	u	7%	0%	-5%[0.307 µM]	9%	0%[0.307 µM]	12%
46	CN(c1ccccn1)c1ncnc2[nH]ncc12	14%	-14%	-4%	6%	19%	0%	4%	12%	2%
47	O=C(Nc1ccncc1)Nc1cccc(F)c1	1%	-8%	0%	-1%	-14%	-11%	-1%	-1%	-2%
48	Cc1cc(C(=O)OCC(=O)N2CCCC2)c2ccccc2n1	9%	4%	8%	-4%	-16%	-16%	-1%	47%[activator]	-9%

3 structures already listed, arranged by molecular weight, largest number first.
no.	SMILES	HT1080-NT tox	KB-3-1 cytotox	KB-V1 cytotox	HT1080 IDH1KD tx	SW480 rerep	GLP1R cytotox	GLP-1R agonist	GLP-1R inv ag	TDP43 rescue
42	CCC(CC)c1nn2c(=O)cc(COc3ccc(NC(=O)c4ccccc4Cl)cc3)nc2s1	x	13%	u	x	x	-3%	-2%	8%	0%
43	COc1ccc(NC(=O)C/C(C)=N/NC(=O)c2cnccn2)cc1Cl	14%	26%	u	0%	-18%	-1%	12%	19%	-1%
45	O=C(CSCc1c(Cl)cccc1Cl)Nc1cccnc1	6%	-2%	u	7%	0%	-5%[0.307 µM]	9%	0%[0.307 µM]	12%

Four entries from above, reformatted.
37) COc1cc2ncnc(NCc3ccc4c(c3)OCO4)c2cc1OC
48) Cc1cc(C(=O)OCC(=O)N2CCCC2)c2ccccc2n1
35) Cc1ccc2nc(SCC(=O)NC3CC3)[nH]c2c1
30) CC(=O)c1ccc(OCCCC(=O)NC2=NCCS2)cc1
compound no.,37,48,35,30
HT1080-NT tox,5%,9%,1%,8%
KB-3-1 cytotox,0%,4%,-2%,4%
KB-V1 cytotox,-18%,8%,-1%,10%
HT1080 IDH1KD tx,3%,-4%,1%,6%
SW480 rerep,1%,-16%,-5%,0%
GLP1R cytotox,-6%,-16%,-25%,9%
GLP-1R agonist,24%,-1%,-5%,-8%
GLP-1R inv ag,69%[activator],47%[activator],74%[activator],1%
TDP43 rescue,19%,-9%,-7%,6%
